# HRas wt GTP: modulators of GTP binding to HRas wildtype, primary screen, biochemical, bead-based flow cytometry, multiplex. GTPase HRas (Homo sapiens), P01112. GTP binding activity, % at 10 µM. 0.14% of 190,000 active. GST-Ras wt beads, Bodipy-FL-GTP binding; actives lie on both sides. AID 759, 2007;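 active = GTP binding activity at least 20% away from the 100% baseline, either lowered as inhibitor or raised as activator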;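 note: 0% = unlabeled GTP competition control and 100% = no-compound control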
# Target sequence (P01112 whole entry, looked up): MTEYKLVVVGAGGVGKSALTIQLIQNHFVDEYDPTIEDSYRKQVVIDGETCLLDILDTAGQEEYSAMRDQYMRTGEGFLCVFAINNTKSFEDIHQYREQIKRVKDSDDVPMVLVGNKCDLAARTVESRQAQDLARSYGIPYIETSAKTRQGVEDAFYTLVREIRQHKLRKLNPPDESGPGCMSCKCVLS
# Rac1 mut GTP: GTP binding modulators of activated mutant Rac1, primary screen, biochemical, bead-based flow cytometry, multiplex, fluorescent GTP | Ras-related C3 botulinum toxin substrate 1 (Homo sapiens), P63000 | GST-Rac1 activated beads; actives lie on both sides; 100% means binding = to untreated wells | percent activity (GTP binding), % at 10 µM | 0.11% of 190,000 active;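 active = GTP binding at least 20 percentage points away from the 100% baseline, in either direction, so actives lie on both sides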
# Rab2A wt mod: modulators of GTP binding to Rab2A wildtype, primary screen, biochemical, dog, bead-based flow cytometry, multiplex; Ras-related protein Rab-2A (Canis lupus familiaris), P61105; GST-Rab2 wt beads, Bodipy-GTP binding; GTP binding activity, % at 10 µM; 0.19% of 190,000 active;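 active = GTP binding activity at least 20 points away from 100%, either lowered or raised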;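 note: 0% = beads with excess unlabeled GTP and 100% = no-compound control corrected for plate trend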
# Avidin bead fluor: green autofluorescence of compounds with avidin beads – biophysical, 488/530 nm, flow cytometry, artefact control, profiling panel. compound fluorescence 488/530 nm; hits give high values. fluorescence (KMESF) at 10 µM. 0.38% of 220,000 active; in the data active = fluorescence above about 47; note: inactives centre near 10
# Rab7 wt modul: modulators of GTP binding to Rab7, primary screen, biochemical, wildtype, multiplex bead flow cytometry; GST-Rab7 beads, fluorescent GTP binding; actives lie on both sides; untreated = 100%, excess cold GTP = 0%; 0.055% of 190,000 active; GTP binding activity (percent of control), % at 10 µM; Rab7 GTPase wild type (dog), Bodipy-FL-GTP binding; AID 758, 2007;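 active = fluorescent GTP binding to Rab7 beads changed by at least 20 points from the 100% baseline, either direction, mostly lower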;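 note: median green fluorescence of bound Bodipy-FL-GTP per Rab7 bead population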
# Rac1 wt GTP bind: wildtype Rac1 GTP binding modulators, primary screen, biochemical, GST-Rac1 beads, flow cytometry, multiplex; AID 757, 2007; GTP binding activity (% of control), % at 10 µM; 0.27% of 190,000 active; fluorescent GTP binding; actives lie on both sides; 0 = cold GTP competed, 100 = untreated;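 active = GTP binding activity at least 20 points away from the 100% control level, either lower or higher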
# Pf gametocyte: late stage P. falciparum gametocyte viability inhibitors, primary screen, ATP luminescence, HTS | 0.065% of 150,000 active | P. falciparum stage V gametocytes, 24 h | inhibition, % at 10.9 µM;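 active = inhibition above the mean plus 3 SD of compounds within the control limits, set per campaign, cut at about 38% in these data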;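 note: 0% = DMSO wells and 100% = medium only without gametocytes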
# ABCB1 block: ABCB1 efflux pump inhibitors, primary screen, cell-based, multiplex, flow cytometry, ABCG2 counter-screen; CCRF-Adr cells, JC-1 efflux; inhibition, % at 6.6 µM; 0.067% of 190,000 active; AID 1326, 2008; in the data active = inhibition above about 40%;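 note: 0% = vehicle and 100% = reference inhibitor; higher value means more JC-1 retained so stronger ABCB1 efflux block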
# ABCG2 block: ABCG2 efflux pump inhibitors, primary screen, multiplex with ABCB1, IgMXP3 cells, flow cytometry | AID 1325, 2008 | 0.1% of 190,000 active | JC-1 efflux | Broad substrate specificity ATP-binding cassette transporter ABCG2 (Homo sapiens), Q9UNQ0 | inhibition, % at 6.6 µM;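 active = inhibition above 80%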;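 note: 0% = DMSO and 100% = nicardipine control wells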
# Target sequence (Q9UNQ0 whole entry, looked up): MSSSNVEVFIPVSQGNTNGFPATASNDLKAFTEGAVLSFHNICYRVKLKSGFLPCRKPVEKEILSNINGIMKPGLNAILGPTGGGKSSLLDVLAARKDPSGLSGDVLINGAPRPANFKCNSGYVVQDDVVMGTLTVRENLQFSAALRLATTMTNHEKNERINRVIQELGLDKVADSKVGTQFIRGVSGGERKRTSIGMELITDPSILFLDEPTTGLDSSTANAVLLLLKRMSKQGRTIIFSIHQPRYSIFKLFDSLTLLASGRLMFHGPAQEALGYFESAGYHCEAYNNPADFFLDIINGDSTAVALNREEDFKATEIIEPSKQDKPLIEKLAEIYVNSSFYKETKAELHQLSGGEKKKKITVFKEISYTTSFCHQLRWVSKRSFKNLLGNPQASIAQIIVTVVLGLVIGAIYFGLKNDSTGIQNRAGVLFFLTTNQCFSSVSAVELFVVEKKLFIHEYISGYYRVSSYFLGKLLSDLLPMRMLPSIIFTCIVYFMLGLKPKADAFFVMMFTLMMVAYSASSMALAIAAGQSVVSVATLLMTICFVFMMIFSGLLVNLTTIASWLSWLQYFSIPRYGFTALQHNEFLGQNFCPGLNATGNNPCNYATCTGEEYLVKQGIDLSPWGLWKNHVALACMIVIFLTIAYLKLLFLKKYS
#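 material = IgMXP3 (ABCG2) plus far-red-tagged CCRF-Adr (ABCB1) cells | amount = 3 million cells/mL, equal mix of both lines | also added = JC-1 transporter substrate | dosing = one concentration, 6.6 µM final | schedule = 10 min at 25 °C | measured by = flow cytometric JC-1 green MFI at 530 nm | read-out basis = percent efflux inhibition, scaled nicardipine 100% to DMSO 0%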
# Mcl1 Noxa PPI: Mcl-1/Noxa binding inhibitors, primary screen, biochemical, TR-FRET, 1536-well; Induced myeloid leukemia cell differentiation protein Mcl-1 (Homo sapiens), Q07820; TR-FRET Mcl-1/Noxa peptide binding, 2 h; inhibition, % at 21.7 µM; 1.5% of 220,000 active;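 active = compounds that cut the protein-peptide binding signal by more than 50% relative to plate controls in a single-dose test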;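 note: His-tagged Mcl-1 with rhodamine Noxa BH3 peptide and terbium anti-His antibody; 0% = Mcl-1 plus Noxa peptide wells and 100% = peptide-only wells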
# Cdc42 wt: modulators of GTP binding to wildtype Cdc42, primary screen, biochemical, multiplex bead flow cytometry, Bodipy-GTP. GST-Cdc42 beads; actives lie on both sides. AID 761, 2007. percent activity (GTP binding), % at 10 µM. 0.2% of 190,000 active;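 active = percent activity GTP binding at least 20 points away from the 100% baseline, either down as inhibitor or up as activator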;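 note: median bead fluorescence of bound Bodipy-FL-GTP at 100 nM; 0% = excess unlabeled GTP control and 100% = no compound control; below 100% means less GTP binding so inhibitor and above means activator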
# Target sequence (P60953 whole entry, looked up): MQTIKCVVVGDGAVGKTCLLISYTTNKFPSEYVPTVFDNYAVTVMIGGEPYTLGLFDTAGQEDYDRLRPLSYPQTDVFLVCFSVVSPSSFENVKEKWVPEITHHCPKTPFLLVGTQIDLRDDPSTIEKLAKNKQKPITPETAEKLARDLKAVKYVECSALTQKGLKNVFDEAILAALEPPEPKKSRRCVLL
# Active calls of the source: *; . = no result given. Hits appear at their usual frequency; any-hit rate near 2.3%.
# Under each structure: HRas wt GTP	Rac1 mut GTP	Rab2A wt mod	Avidin bead fluor	Rab7 wt modul	Rac1 wt GTP bind	Pf gametocyte	ABCB1 block	ABCG2 block	Mcl1 Noxa PPI	Cdc42 wt
CCOc1ccc(-n2nnnc2SCC(=O)N2CCOCC2)cc1
    97	96	100	5	96	106	.	0.2	2	9	100
COc1cccc(CC2(CO)CCCN(Cc3ccccc3-c3ccco3)C2)c1 (stereo unspecified)
    95	92	94	6	96	93	-1	0.0	1	10	93
Cc1ccc(S(=O)(=O)N2CCN(CCC#N)CC2)cc1
    97	97	98	13	95	99	-3	0.0	0	24	98
CS(=O)(=O)N(Cc1ccc(C(=O)NC2CCCCC2O)cc1)c1ccccc1 (stereo unspecified)
    103	100	102	34	103	104	.	0.1	0	-8	103
Fc1ccc(-n2cnnn2)c(F)c1
    99	102	100	6	100	108	23	0.4	4	-16	101
Cc1ccc(-c2ccc(=O)n(CC(=O)Nc3ccc4c(c3)OCCO4)n2)cc1
    92	90	91	5	95	88	0	0.8	2	4	89
C/C(Cn1cnc([N+](=O)[O-])n1)=N\NC(=O)c1ccccc1
    102	99	101	4	99	108	14	-0.1	3	3	102
O=[N+]([O-])c1cc(Br)c(O)c(/C=N/Nc2nnnn2-c2cccc3ccccc23)c1
    95	92	94	14	92	91	8	-0.1	0	34	92
COc1ccc(-n2cnnc2SCC(=O)Nc2cc(C(C)(C)C)nn2-c2ccccc2)cc1
    102	99	100	17	101	99	1	1.0	4	-6	102
COCCCNC(=S)N1CCN(C(=O)c2ccco2)CC1
    100	98	100	7	102	103	2	-0.2	6	15	102

# The last two records of the part above are carried over, then new ones follow.
# Under each structure: HRas wt GTP	Rac1 mut GTP	Rab2A wt mod	Avidin bead fluor	Rab7 wt modul	Rac1 wt GTP bind	Pf gametocyte	ABCB1 block	ABCG2 block	Mcl1 Noxa PPI	Cdc42 wt
COc1ccc(-n2cnnc2SCC(=O)Nc2cc(C(C)(C)C)nn2-c2ccccc2)cc1
    102	99	100	17	101	99	1	1.0	4	-6	102
COCCCNC(=S)N1CCN(C(=O)c2ccco2)CC1
    100	98	100	7	102	103	2	-0.2	6	15	102
CCOc1ccccc1OCC(=O)OCC(=O)Nc1ncc(Cl)cc1Cl
    102	99	102	7	95	103	.	0.2	0	-7	103
CCCN(CCC)C(=O)CC(c1ccccc1)c1ccc(C)cc1O (stereo unspecified)
    102	100	100	7	98	105	-6	0.9	4	6	102
Cc1[nH]nc2ncc(C(=O)c3cc(F)ccc3O)cc12
    102	99	101	37	96	101	.	0.1	3	-1	102
CCOCCOCCC(C(=O)O)P(=O)(c1ccccc1)c1ccccc1 (stereo unspecified)
    93	94	93	5	90	97	.	0.0	1	3	95
FC(F)(F)c1ccccc1NC(=S)Nc1cccc2cnccc12
    94	93	96	13	94	97	-6	0.8	5	22	97
CC1(C)Cc2nc3sc4c(SCC(=O)NCc5ccccc5)ncnc4c3cc2CO1
    101	95	103	10	98	104	.	0.9	1	-381	100
O=C(NC1=NCCS1)c1ccc(Cl)c(S(=O)(=O)N2CCCCCC2)c1
    93	92	95	10	94	97	-20	0.6	8	18	92
COc1ccc(-c2noc(CCC(=O)NCCc3cccc(C)c3)n2)cc1
    96	96	96	11	109	93	6	0.8	14	7	98
CC(/C=C/c1ccccc1)=N\NC(=O)Cn1nc(C)cc1C
    98	102	99	11	99	104	33	-1.0	-2	1	99
COCCNC(=O)c1onc(CSc2ccccc2F)c1C(=O)O
    106	102	106	8	100	105	.	0.5	2	4	108
O=C(Cc1c(O)c2ccccc2[nH]c1=O)NCc1cccc(F)c1
    99	97	99	8	97	100	.	-0.2	0	.	102
CCNC(=S)Nc1ccc(C)c(Cl)c1
    102	100	101	4	99	107	7	-0.2	0	0	105
CCC(C)(C)C1CCC(=NNC(=S)Nc2ccccc2)CC1 (stereo unspecified)
    94	93	90	13	93	100	.	0.2	2	-19	96
CC(=O)OCCN(CCOC(C)=O)c1c(C)[nH]c(=O)[nH]c1=O
    99	97	101	14	100	100	.	0.3	4	-2	98
CCOC(=O)c1cnn(-c2nc(-c3ccccc3)nc3c2COC(C)(C)C3)c1N
    98	96	96	10	96	95	-39	0.3	5	-4	101
CCOC(=O)N1CCC(NC(=O)c2cc(C(=O)Nc3ccc(OCC)cc3)ccc2CO)CC1
    101	101	102	13	100	107	7	-0.6	7	10	102
COC(=O)CSc1nnc(-c2ccc(S(=O)(=O)NCc3ccccc3Cl)cc2)o1
    98	100	98	2	96	99	-9	0.5	3	-2	101
COc1cccc(-c2[nH]nc3c2C(c2ccoc2)C(C#N)=C(N)O3)c1 (stereo unspecified)
    94	93	93	8	98	91	1	0.2	2	8	94
Cc1cc(Nc2ccc([N+](=O)[O-])cc2)nc2ccccc12
    93	97	96	3	96	95	-6	0.5	6	41	98
COc1ccc2c(c1)c(C(=O)N/N=C/c1ccc(OC)c(OC)c1)c(C)n2C
    99	99	99	15	100	101	.	2.6	15	13	100
COCC(=O)NCc1nc2ccccc2[nH]1
    97	97	98	7	98	98	.	0.8	3	-3	97
CCOc1cc(/C=N/NC(=O)C(=O)N2CCCC2)ccc1O
    90	96	93	12	88	93	-1	-0.2	0	2	96
COc1cc(OC)cc(C(=O)O/N=C(\N)c2ccncc2)c1
    101	99	100	2	102	103	20	-0.6	18	12	102
CCCOC(=O)Nc1cccc(C(C)=O)c1
    98	98	99	8	99	101	.	0.4	10	4	100
Cc1cccc(C(=O)NNC(=O)c2ccccc2C)c1
    101	96	103	14	106	105	9	0.5	6	20	101
CCCc1ncc(C(O)(c2ccccc2)c2ccccc2)n1C
    97	96	99	9	106	99	13	-0.2	-1	-2	98
O=C(Cc1c(F)cccc1Cl)N1CCCC1
    101	101	99	34	97	104	5	0.2	1	12	102
CC1CCCCN1C(=O)C12CCC(C)(/C(=N/O)C1)C2(C)C (stereo unspecified)
    98	96	99	10	98	97	8	-0.2	0	9	98
O=C(NCc1ccc2c(c1)OCO2)c1ccc(Cl)s1
    98	96	93	9	91	99	2	0.3	16	15	97
Cc1ccccc1N(C(=O)Cc1cccs1)C(C(=O)NCC1CCCO1)c1cccnc1 (stereo unspecified)
    101	99	101	9	97	100	.	0.8	4	7	103
CCOc1ccc(N2C(=O)CNC2=S)cc1
    94	95	94	10	96	95	-25	-0.7	-7	15	99
CN1C[N+]([O-])=C(c2ccccc2)C1(C)C
    99	96	97	10	98	96	.	0.1	0	-9	98
CCCCOC(=O)Cn1c(=N)n(CCN(CC)CC)c2ccccc21
    99	98	99	.	100	100	13	0.2	2	7	98
O=C(Nc1cccc(C(F)(F)F)c1)c1cccnc1N1CCN(CCO)CC1
    96	96	96	7	97	96	16	0.6	2	6	97
COc1ccccc1CNC(=O)COC(=O)Cc1ccc(Cl)cc1
    98	96	98	11	96	101	6	0.5	6	5	102
Cc1ccc(S(=O)(=O)N2CCCC2C(=O)NCCc2nc3ccccc3[nH]2)cc1 (stereo unspecified)
    102	99	100	.	100	102	14	-0.1	2	9	99
Cc1ccc2oc(-c3cccc(NC(=S)NC(=O)c4cccs4)c3)nc2c1
    90	84	87	7	92	92	-3	-0.2	0	36	95
Cc1cc(NC(=O)c2c(F)cccc2F)n(-c2nc3ccccc3[nH]2)n1
    103	102	101	28	101	107	-7	0.6	5	-93	103
COc1ccc(-n2ncc3c(NCc4ccco4)ncnc32)cc1
    96	97	95	36	95	93	-10	0.3	3	28	97
N#CCSc1nc2ccc(N3CCCCC3)cc2c(=O)n1Cc1ccccc1
    104	101	101	10	97	102	.	0.9	16	.	102
O=C(N/N=C/c1cccc(O)c1)c1ccc(COc2ccccc2Br)cc1
    102	100	100	3	104	101	16	-0.7	-4	24	101
O=C(CSCc1c(Cl)cccc1Cl)NN=C1CCCC1
    98	95	101	9	103	97	7	-0.7	-4	12	100
CCc1ccc(NC(=O)Cc2ccc(OC)cc2)cc1
    99	99	99	8	96	100	.	0.7	11	16	99
COc1ccc(OCCSc2nc(C)nc3ccccc23)cc1
    98	94	97	22	102	95	6	1.1	4	7	94
C/C(=N\Nc1nccnc1Cl)c1c(F)c(F)c(F)c(F)c1F
    100	100	97	3	105	106	-12	0.3	3	7	106
Cc1ccc(C2CC(c3ccc(Cl)cc3)=NNC2=O)cc1 (stereo unspecified)
    101	100	99	8	97	101	-16	0.6	2	2	101
Cc1ccc(SCc2[nH]nc3c2C2(C(=O)N(C)c4ccccc42)C(C#N)=C(N)O3)cc1 (stereo unspecified)
    102	98	100	14	98	101	-22	0.8	3	13	98
COCCNC(=O)C(c1cccs1)N(Cc1cccs1)C(=O)Cn1nnc2ccccc21 (stereo unspecified)
    100	95	96	21	94	100	.	0.0	0	0	94
Cc1cc(Br)ccc1OCC(=O)NNC(=O)Cc1ccccc1
    99	96	95	5	100	100	-10	-0.3	1	11	98
COc1ccc(NC(=O)C23CC4CC(C2)CC(n2cnc(Br)n2)(C4)C3)c(OC)c1
    101	98	100	9	104	101	18	0.7	3	-8	98

# (next part)
# Under each structure: HRas wt GTP	Rac1 mut GTP	Rab2A wt mod	Avidin bead fluor	Rab7 wt modul	Rac1 wt GTP bind	Pf gametocyte	ABCB1 block	ABCG2 block	Mcl1 Noxa PPI	Cdc42 wt
Cc1ccc2c(c1)-c1[nH]c(=S)ncc1CS2
    93	95	94	9	92	96	6	-0.6	-1	-1	95
COc1ccnc(N=CNOCc2cccc(C(F)(F)F)c2)c1C#N
    97	94	95	8	93	100	.	1.6	16	-4	97
Oc1c(CN2CCN(c3ccc(F)cc3)CC2)cc(Cl)c2cccnc12
    101	99	102	10	98	103	.	0.7	3	-31	102
COc1cccc(NC(=O)COC(=O)CCOc2ccccc2OC)c1
    97	95	96	12	96	98	.	0.0	11	-5	95
CN(C)C(=O)c1ccc(NC(=O)c2cncc(Br)c2)cc1
    104	104	105	24	104	110	-18	0.0	11	-5	107
COC(=O)c1ccc(/C=N/OCC(=O)NC2CCCCCCC2)cc1
    96	93	93	26	99	97	9	0.6	10	-10	92
